STK33 inh: blocks human STK33 kinase activity; Q9BYT3; purified STK33, MBP phosphorylation, ADP-Glo luminescence; inhibition, % at 10 µM; hit rate 0.073% among 320,000; AID 2661;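 active = inhibition at or above 25%, using the most active replicate where run in duplicate; inactive = inhibition below 25%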
Target sequence (Q9BYT3 whole entry, looked up): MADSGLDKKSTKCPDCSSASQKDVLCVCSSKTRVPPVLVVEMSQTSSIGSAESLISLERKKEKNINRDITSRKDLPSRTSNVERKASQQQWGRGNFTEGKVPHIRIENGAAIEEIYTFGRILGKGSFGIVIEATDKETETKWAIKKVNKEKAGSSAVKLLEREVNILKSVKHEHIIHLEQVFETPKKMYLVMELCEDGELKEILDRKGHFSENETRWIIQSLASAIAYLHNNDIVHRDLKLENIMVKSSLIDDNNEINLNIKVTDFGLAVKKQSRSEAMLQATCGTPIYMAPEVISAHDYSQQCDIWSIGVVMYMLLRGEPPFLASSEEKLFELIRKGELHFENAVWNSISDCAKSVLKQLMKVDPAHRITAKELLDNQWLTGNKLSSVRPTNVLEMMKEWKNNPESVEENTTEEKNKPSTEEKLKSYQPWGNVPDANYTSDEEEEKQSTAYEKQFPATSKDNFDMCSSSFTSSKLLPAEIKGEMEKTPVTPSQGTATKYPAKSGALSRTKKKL
KCNQ2 inh: KCNQ2 channel blockers in CHO-K1 cells – cell-based, FluxOR thallium flux, B-score, primary screen (AID 2156); hit rate 1.1% among 310,000; 20 min; active compounds read low; B-score at 10 µM;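 active = fluorescence ratio B-score at most minus 3 library SDs, with starting brightness B-score within 2 library SDs, cut at about -5.5 in these data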
Kir21 inh: Kir2.1 (mouse) channel inhibition; P35561; HEK293-Kir2.1, FluxOR thallium flux fluorescence; active compounds read low; hit rate 0.85% among 310,000; B-score at 10 µM; AID 1672;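 active = fluorescence ratio B-score at or below minus 3 SD of library scores, with starting-brightness B-score within 2 SD, cut at about -4.2 in these data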;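 note: channel flux triggered by added potassium and thallium sulfate stimulus; B-score of peak minus minimum fluorescence over baseline after thallium stimulus; more negative B-score means stronger Kir2.1 block with less thallium influx; some compounds called inactive have numbers as strong as hits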
Target sequence (P35561 whole entry, looked up): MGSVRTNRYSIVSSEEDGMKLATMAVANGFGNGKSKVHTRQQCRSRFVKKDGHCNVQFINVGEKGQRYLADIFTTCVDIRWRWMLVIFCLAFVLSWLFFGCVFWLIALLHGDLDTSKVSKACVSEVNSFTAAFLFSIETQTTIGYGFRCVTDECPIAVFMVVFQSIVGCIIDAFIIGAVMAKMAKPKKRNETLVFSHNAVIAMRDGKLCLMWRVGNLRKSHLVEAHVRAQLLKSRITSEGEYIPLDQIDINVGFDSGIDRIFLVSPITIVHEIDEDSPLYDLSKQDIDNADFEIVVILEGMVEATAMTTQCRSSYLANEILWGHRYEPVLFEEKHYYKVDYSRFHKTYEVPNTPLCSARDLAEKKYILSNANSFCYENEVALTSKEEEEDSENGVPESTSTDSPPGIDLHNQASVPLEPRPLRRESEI
The depositor's hits bear a star; i = inactive; x = not tested or not shown.

Kir21 inh | KCNQ2 inh | molecule | STK33 inh
-0.01 | i | Cc1cc(C)c2c(n1)SCC(=O)N2CC(=O)Nc1c(C)cccc1C | -1.8
-0.68 | i | CC1CCN(C(=O)c2cc3c(=O)n4ccccc4nc3s2)CC1 | 0.7
-1.84 | i | CCC1(CC)Cc2ccccc2-c2nc(NN)[nH]c(=O)c21 | -1.0
-0.12 | i | Cc1nc(-c2ccccc2)sc1C(=O)NN | x
-0.68 | i | CCCC(=O)NC(C)c1nc2ccccc2[nH]1 (stereo not given) | -1.1
0.4 | i | Cc1cc(OCC(=O)NCCCN2CCCC2=O)c2c(C)cc(=O)oc2c1 | -0.9
-1.79 | i | CC(=O)COc1ccc2c(-c3cccc([N+](=O)[O-])c3)cc(=O)oc2c1 | -0.8
-2.97 | i | CCn1c(SCC(=O)c2ccc(Cl)s2)nnc1-c1cccs1 | -2.3
0.52 | i | COc1cc(C(=O)N2CCc3ccccc32)cc(OC)c1OC | -1.5
-1.64 | i | OCC[C@@H]1C[C@H](O)[C@@H](O)[C@]2(CCc3ccccc3O2)O1 | -0.1
-0.42 | i | COc1ccc(CN(C(=O)c2ccccc2OC)C2CCS(=O)(=O)C2)cc1 (stereo not given) | -0.2
0.2 | i | O=C(Nc1cccn(Cc2c(Cl)cccc2Cl)c1=O)c1c(Cl)cccc1Cl | -1.2
-0.43 | i | CCCCCCCC(=O)Nc1cc(C(=O)NCc2ccc(C)cc2)ccc1N1CCC2(CC1)CC(c1cccc(Br)c1)=NO2 | -0.2
-1.8 | i | O=C1NC(=O)C2(COC3(CCCC3)OC2)S1 | -2.7
0 | i | COc1cc(OC)cc(C(=O)N/N=C/c2ccc(OC)c(COc3ccc4ccccc4c3)c2)c1 | -1.2
-1.54 | i | COc1ccc(Nc2nc(-c3cccc([N+](=O)[O-])c3)nc3ccccc23)c(OC)c1 | 0.1
-0.23 | i | O=C(NCc1nc2ccccc2[nH]1)C1=C[C@@H](c2ccc(C(F)(F)F)cc2)C[C@@H](OCc2ccc(CO)cc2)O1 | -0.9
0.16 | i | Cn1c(=O)c2c(ncn2CC(=O)N/N=C/C=C\c2ccccc2[N+](=O)[O-])n(C)c1=O | -1.0
0.17 | i | CCCC(=O)Nc1ccc(N2CCCCC2)cc1 | 0.4
-0.16 | i | O=C(CSc1n[nH]c(=O)[nH]c1=O)N/N=C/c1ccccc1 | -1.7
-1.69 | i | COc1ccc(S(=O)(=O)N2CCOC2CNC(=O)C(=O)NCCc2ccc(OC)c(OC)c2)cc1 (stereo not given) | -3.0
0.09 | i | Cc1c(Cc2ccccc2)sc(NC(=O)C(C)(C)C)c1C(N)=O | -0.3
0.49 | i | O=c1oc2ccccc2cc1C1=Nn2c(nnc2-c2cccnc2)SC1 | -1.0
0.01 | i | CC1(c2nnc(-c3cccc(Cl)c3)o2)CC(c2ccccc2)=NO1 (stereo not given) | 0.0
-0.27 | i | Cc1cc(NC(=O)COC(=O)C2CC(=O)N(c3ccc(C)c(Cl)c3)C2)no1 (stereo not given) | 0.7
0.03 | i | COc1ccc(NC(=O)c2oc3ccccc3c2NC(=O)c2ccco2)cc1 | -1.0
1.72 | i | Cc1c(C(=O)N2CC[C@@H](N3CCC(O)CC3)[C@H](O)C2)[nH]c2ccc(Cl)cc12 | -0.7
0.44 | i | CC(C)NS(=O)(=O)c1ccc(CCC(=O)NCc2ccc3c(c2)OCO3)cc1 | -1.7
-1.49 | i | O=C(NCCNc1ccc([N+](=O)[O-])cc1C(F)(F)F)c1cccc(F)c1 | -2.1
-1.03 | i | Cc1nnc(SCC(=O)N2CC(=O)Nc3ccccc32)n1Cc1ccccc1 | -2.3
-0.56 | i | Cc1ccc(S(=O)(=O)NCc2ccc3c(c2)cc(C)n3C)cc1 | -1.1
-0.12 | i | N#Cc1c[nH]n2c(=O)c3c(nc12)CCCC3 | 0.9
0.21 | i | CC(=O)c1cccc(OCC(=O)N(C)CC(=O)Nc2ccc(F)cc2)c1 | -1.0
0.01 | i | O=C(CCCN1C(=O)/C(=C/c2ccccc2Cl)SC1=S)NCCCN1CCOCC1 | 0.5
1.33 | i | Cc1ccc(C)c(Nc2cc(C)nc3ncnn23)c1 | 0.4
-2.92 | i | Cc1cc(NC(=O)CSc2nccn2-c2ccc(Cl)cc2)no1 | -1.1
-1.23 | i | CC1(C)Cc2c(cnn2-c2ccc(F)cc2)C(NC(=O)c2cnccn2)C1 (stereo not given) | 0.2
1.56 | i | Cc1ccccc1C(O)c1cccnc1 (stereo not given) | -0.6
1.04 | i | C/[N+]([O-])=C/c1c(OCc2ccc(Cl)cc2Cl)ccc2ccccc12 | -0.1
-0.28 | i | Cc1ccc(C(=O)O)cc1N1C(=O)CCCC1=O | -1.5
0.04 | i | CCOc1cccc(/C=C2/NC(=O)N(CC(=O)Nc3cccc(C)c3)C2=O)c1O | -0.1
-0.01 | i | CC(C)C[C@@]12C(=O)N(c3cccc(Br)c3)C(=O)N1[C@H](c1ccc(F)cc1)[C@@H]1C(=O)N(C3CCCCC3)C(=O)[C@@H]12 | -0.8
-0.06 | i | FC(F)(F)c1ccc(CN2C[C@@H]3C(c4ccc(C(F)(F)F)cc4)C4(c5cccnc5)CC3(C4)[C@H]2c2ccccc2)cc1 (stereo not given in full) | 0.0
-1.08 | i | CCOc1ccccc1N1CCN(Cc2c(C)n(C)n(-c3ccccc3)c2=O)CC1 | 0.0
-0.74 | i | COc1cc(S(=O)(=O)N2CCN=C2c2ccccc2)c(OC)cc1Cl | 0.0
3.61 | i | CCCC(C)n1[nH]c(=O)cc1N (stereo not given) | 9.1
0.6 | i | N#Cc1c2c(c(-c3ccccc3)[nH]c1=O)CCCC2 | x
0.14 | i | CCOC(=O)c1ccc2c(c1)nc(-c1ccc(F)cc1)c1nccn12 | 1.1
-2.65 | i | O=C(/C=C/c1cccc([N+](=O)[O-])c1)c1ccco1 | -2.7
-1.96 | -6.01* | Cc1ccc(S(=O)(=O)NCc2ccccc2)cc1C(=O)N1CC(C)CC(C)C1 (stereo not given) | -1.2
0.95 | i | CCn1c(SCC(=O)Nc2ccccc2OC)nc(O)cc1=O | 0.0
-0.81 | i | C/C(=N\NC(=O)CN1CCN(c2ccc(F)cc2)CC1)c1ccco1 | -2.5
0.93 | i | Cc1onc(-c2ccccc2)c1C(=O)Nc1ccc2c(c1)OCCO2 | 1.3
0 | i | CN(NC(=O)COc1ccccc1)C1=NS(=O)(=O)c2ccccc21 | -0.6
0.31 | i | COc1ccc(N2CCCC2)c(NC(=O)COc2ccccc2)c1 | -0.6
1.79 | i | O=C(O)CN(Cc1ccccc1)S(=O)(=O)c1ccc2c(c1)OCCO2 | -0.6
1.02 | i | O=C(CCC(=O)c1cccs1)NNC(=O)c1ccccc1O | 0.1
1.04 | i | FC(F)Oc1ccc(/C=N/NC(=S)Nc2cc(C(F)(F)F)ccc2Cl)cc1 | 0.9
-0.61 | i | COc1ccc(CCNC(=O)c2nn(C)c3c2CS(=O)(=O)c2ccccc2-3)c(OC)c1 | 0.1
0.15 | i | Cc1cccc(-n2nc(C(=O)Nc3ccccc3)n3c(=O)cc(-c4ccccc4)nc23)c1 | -0.3

(continued)
Kir21 inh | KCNQ2 inh | molecule | STK33 inh
1.13 | i | O=C(NC1CC2CCCC(C1)N2S(=O)(=O)c1ccccc1)c1ccccc1 (stereo not given) | -0.1
-12.2 | i | COc1cccc2c1C(=O)c1c(O)c3c(c(O)c1C2=O)C[C@@](O)(C(=O)CO)C[C@@H]3O[C@H]1C[C@H](N)[C@H](O)[C@H](C)O1 | 2.3
1.17 | i | O=C(O)/C=C/c1cn(Cc2ccccc2)nc1-c1ccc(Cl)cc1 | 0.2
-0.44 | i | COc1ccc(C(CNS(=O)(=O)c2ccc(C)cc2)N2CCN(C)CC2)cc1 (stereo not given) | 1.5
-0.95 | i | CCn1c(COc2cccc3cccnc23)nnc1SCC(=O)OC | x
-1.94 | i | CCc1cc2c3c(c1)C(C)CC(C)(C)N3C(=O)C2=O (stereo not given) | 0.3
-1.07 | i | O=C(NCCCN1CCC(Cc2ccccc2)CC1)C1CC(=O)N(C2CCCC2)C1 (stereo not given) | -0.2
2.35 | i | O=C(Nc1ccc(Cl)cc1)c1ccc2c(c1)OCO2 | -2.7
-0.52 | i | CCOC(=O)C1(CCc2ccccc2)CCN(Cc2cc(OC)c(OC)cc2OC)CC1 | -0.3
-8.09* | i | Cc1ccccc1OCCNc1cc(N2CCNCC2)ccc1[N+](=O)[O-] | 1.8
-0.02 | i | COC(CSc1nc(N)c2c3c(sc2n1)CN(C)CC3)OC | 2.3
-1.28 | i | CCn1c(SCc2nc3ccccc3nc2C)nnc1-c1cccs1 | -0.5
0.07 | -11.1* | CSc1nc(Cl)c(Cc2ccc(OC(C)C)cc2)c(N2CCOCC2)n1 | -0.6
-0.41 | i | COc1ccc(/C=C2\SC(=O)N(CCC(=O)N3CCCCC3CCO)C2=O)cc1 (stereo not given) | -1.2
-0.4 | i | CNC(=S)Nc1ccc(C23CC4CC(CC(C4)C2)C3)cc1 | -0.9
0.49 | i | Cc1ccc(C(=O)/C=C/c2ccco2)c(O)c1 | 0.8
-0.02 | i | Cc1ccc(-c2nn(-c3ccc(F)cc3)cc2C(=O)N(C)CC(=O)Nc2ccc(N3CCOCC3)cc2)cc1 | 1.6
1.67 | i | Cn1c(C2=C(O)CN(Cc3ccccc3)C2=N)nc2ccccc21 | -1.5
0.7 | i | O=C(NCC(=O)N(c1cccnc1)C(C(=O)NC1CCCC1)c1ccccc1F)c1ccco1 (stereo not given) | -1.8
0.67 | i | Cc1ccc2c(CN3CCCCC3C)cc(=O)oc2c1C (stereo not given) | x
-0.83 | i | CC(C)CN(CC(C)C)CC(O)COc1ccccc1Br (stereo not given) | 0.6
-0.95 | i | Cc1ccc(OCC(=O)NC(=S)Nc2ccc(Br)c(C)n2)cc1 | -1.8
-1.74 | i | COc1cccc(CNC(=O)CCC2CCCN(C(=O)C3=CC(=O)CC(C)(C)O3)C2)c1 (stereo not given) | 1.7
0.05 | i | CC1=NN=C(c2ccccc2)C(c2c[nH]c3ccccc23)N1O (stereo not given) | 0.6
-0.3 | i | CCOc1cc(C(=O)Nc2cnccn2)cc(OCC)c1OCC | 2.0
-0.88 | i | COc1ccc(C[C@@H]2CN3C(=NC[C@@H]3C)N2C[C@H](C)NC(=O)c2ccc(C)c(Br)c2)cc1 | 1.2
-1.41 | i | COC(=O)C1CCN(C(=O)CN2C(=O)NC(CCc3ccccc3)C2=O)CC1 (stereo not given) | -0.2
2.08 | i | CSc1ncccc1C(=O)Nc1ncc(C)s1 | 0.2
1.73 | i | O=S(=O)(c1ccc(Cl)c(NC(=S)Nc2ccccc2N2CCOCC2)c1)N1CCOCC1 | -1.1
0.15 | i | O=C(N/N=C/c1cccc(O)c1)c1ccc(COc2ccc3c(c2)CCC3)o1 | -0.9
1.33 | i | N#Cc1cc2c(=O)n3ccccc3nc2n(CCCN2CCOCC2)c1=O | -0.6
0.07 | i | COc1ccccc1OCC(=O)Nn1c(=S)[nH]c2ncccc2c1=O | 0.3
-1.31 | i | O=C(COC(=O)C12CC3CC(CC(O)(C3)C1)C2)N1CCN(S(=O)(=O)c2ccc(Cl)cc2)CC1 | -0.3
-2.71 | i | CCn1c(COc2cccc(C)c2)nnc1SCC(=O)NC1CCCC1 | -0.7
0.86 | i | Cc1ccc(NC(=O)NC(=O)N(c2ccccc2)S(C)(=O)=O)cc1 | -0.4
0.75 | i | CC(=O)c1cn(C2OC(CO)C3OC(C)(C)OC32)c(=O)n(C)c1=O (stereo not given) | -0.6
0.82 | i | COc1ccc(-c2nn(-c3ccccc3)cc2/C=N/NC(=O)c2ccc3c(c2)OCO3)cc1 | 2.0
-0.22 | i | COC(=O)CC1=C(C(=O)OC)C(c2cc(OC)c(OC)cc2OC)C(C#N)=C(N)O1 (stereo not given) | 0.4
1.05 | i | CCOC(=O)c1c(C)n(C)c2ccc(OCC(O)Cn3nc(C)cc3C)cc12 (stereo not given) | -0.7
2.15 | i | C/C(=N/NS(=O)(=O)c1ccc(C)cc1)c1cccc(NC(=O)c2cccc(Cl)c2)c1 | -1.1
